CHT block – inhibitors of human choline transporter CHT | Q9GZV3 | CHT-expressing cells, membrane potential dye, choline response; stronger effect = lower value | B-score at 10 µM | 310,000 compounds, 0.86% hits | AID 488975;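 active = B-score over 3 SD under the library average, and starting fluorescence ratio not unusually high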;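 note: choline stimulus applied at its EC90 after an EC20 pre-addition; B-score computed on integrated fluorescence ratio after choline addition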
Target sequence (Q9GZV3 whole entry, looked up): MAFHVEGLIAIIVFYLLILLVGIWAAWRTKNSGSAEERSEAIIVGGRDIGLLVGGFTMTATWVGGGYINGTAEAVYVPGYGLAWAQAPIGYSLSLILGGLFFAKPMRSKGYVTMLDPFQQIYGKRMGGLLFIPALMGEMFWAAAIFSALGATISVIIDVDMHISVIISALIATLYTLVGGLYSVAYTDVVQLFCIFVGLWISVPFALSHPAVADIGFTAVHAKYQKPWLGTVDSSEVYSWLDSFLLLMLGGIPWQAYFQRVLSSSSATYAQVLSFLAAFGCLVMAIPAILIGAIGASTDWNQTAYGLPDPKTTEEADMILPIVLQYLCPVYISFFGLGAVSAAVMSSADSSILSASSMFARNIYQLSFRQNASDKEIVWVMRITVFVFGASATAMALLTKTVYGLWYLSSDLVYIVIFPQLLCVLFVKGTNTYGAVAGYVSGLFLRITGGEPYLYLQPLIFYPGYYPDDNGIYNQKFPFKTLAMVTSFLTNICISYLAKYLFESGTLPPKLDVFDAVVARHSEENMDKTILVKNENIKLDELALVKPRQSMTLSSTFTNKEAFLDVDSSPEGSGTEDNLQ
CHT PAM – allosteric activators of human choline transporter CHT; CHT-expressing cells, membrane potential dye, choline EC20; stronger effect = higher value; LV-AA mutant CHT in HEK293 cells; B-score at 10 µM; 310,000 compounds, 0.49% hits; AID 488977;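 active = initial fluorescence not abnormally high and integrated response B-score, plate-corrected, over 3 SD above library mean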
Numbers without * were called inactive; i = inactive. No enrichment for hits. About 1.5% of those tested had a hit in this group.

SMILES	CHT block	CHT PAM
Cc1ccc(S(=O)(=O)n2c(N)nc3ccccc32)cc1	i	i
CCN(CC)C(=O)C1CCCN(C(=O)Nc2ccc3nsnc3c2)C1 (stereo not given)	i	i
CC(=O)Nc1ccc(NCC(=O)c2ccccc2)cc1	i	i
COc1cccc(NC(=O)c2ccc(NC(=O)C(C)(C)C)cc2)c1	i	i
Cc1cc(OCC(=O)N2CCC(O)CC2)c2c(C)cc(=O)oc2c1	i	i
COc1ccccc1OC(=O)c1ccc(S(=O)(=O)N(C)C)cc1	i	i
COc1ccccc1NS(=O)(=O)c1ccc2oc(SC)nc2c1	i	i
COc1ccccc1N(CC(=O)NCc1ccccc1)S(C)(=O)=O	i	i
O=C(c1ccc(F)cc1F)N1CCN(c2ccccn2)CC1	i	i
COc1ccc(S(=O)(=O)/N=C2\C=C(NS(=O)(=O)c3ccccc3)C(=O)c3ccccc32)cc1	i	i
CC(=O)NC(=S)Nc1ccc(S(=O)(=O)Nc2ncccn2)cc1	i	i
COc1ccc(NC(=O)c2cc(-c3ccc(C)o3)nc3ccccc23)cc1OC	i	i
CCN(CC)C(=O)C1=C(C)Nc2ncnn2C1c1cccnc1 (stereo not given)	i	i
CCOc1ccc(OCC)c(NC(=O)Cn2cccc2)c1	i	i
CC1CCCN(C(=O)CSCC(=O)N=c2sc3ccccc3n2C)C1 (stereo not given)	i	i
COc1ccccc1N(C(=O)c1ccco1)C(C(=O)NC1CCCC1)c1cccnc1 (stereo not given)	i	i
CC(=O)N(C1=C(O)c2ccccc2C(=O)C1=O)C1CCCCC1	i	i
CSCC[C@H](N)C(=O)N1CCC(C(=O)N[C@@H](C)C(=O)NCc2ccc(F)cc2)CC1	i	i
O=C(Nc1ccncc1)Nc1ccc(Cl)cc1Cl	i	i
Cc1nc(NC(=O)COC(=O)CCC(=O)c2cccs2)c(Cl)cc1Cl	i	i
CN(C)c1ccc(/C=N/NC(=O)c2ccccc2)cc1	i	i
COC(=O)Cc1c(O)ccn(CCc2ccc(OC)c(OC)c2)c1=O	i	i
Cc1ccc(C(=O)NCc2ccccn2)c(Cl)c1	i	i
CC(=O)N1CCN(c2nnc(-c3ccccc3)c3ccccc23)CC1	i	i
CCCC(=O)c1ccc(N2CCN(S(=O)(=O)c3ccc(C)cc3)CC2)c(F)c1	i	i
CSc1nnc(C)c(=O)n1COC(=O)/C=C/c1ccccc1	i	i
O=C(CCc1nnc2n(Cc3ccccc3)c(=O)c3ccccc3n12)NCCCN1CCCCC1	i	i
O=C(COC(=O)Cn1cnc2ccccc2c1=O)NCC12CC3CC(CC(C3)C1)C2	i	i
Cc1cccc(-n2cc(CN(C)Cc3nccn3C)c(-c3cccc(F)c3)n2)c1	i	i
CCc1nc2ccccc2c(C(=O)OCC(=O)NCc2ccco2)c1C	i	i
CC(C)c1ccc(NC(=S)NNC(=O)c2cccnc2)cc1	i	i
CCc1ccc2[nH]c(=O)c(CN(CCN3CCCC3)C(=O)NC3CCCCC3)cc2c1	i	i
CCCN1CNc2c(c(=O)[nH]c(=S)n2-c2ccccc2Cl)C1	i	i
COc1ccc(CCNC(=O)c2nonc2N)cc1OC	i	i
Cc1c(/C=N\NC(=O)c2cccc(F)c2)cnn1C	i	i
Cn1c(=O)c2c(nc(N3CCN(C(=O)c4ccco4)CC3)n2CCSc2ncccn2)n(C)c1=O	i	7.12*
CCCC[C@@H]1CNC(=O)C(=O)N1CCCc1cc(OC)c(OC)c(OC)c1	i	i
Cc1onc(-c2ccccc2)c1C(=O)N1CCN(CCc2ccccc2)CC1	i	i
O=C(Nc1ccc(F)cc1F)C1(c2cccs2)CCOCC1	i	i
CCc1nn(CCCC(=O)Nc2ccc(C)c(C)c2)c(=O)c2cc3occc3n12	i	i
COC(=O)c1sc(NC(C)=O)c(C(=O)OC)c1C	i	i
COc1ccc(N(C)C(=O)c2ccc3c(c2)nnn3C)cc1	i	i
Cc1cc(NC(=O)c2cc(-c3ccco3)on2)nn1Cc1ccc(Cl)cc1	i	i
COc1ccc2[nH]c3c(NCCCN4CCCC4=O)ncnc3c2c1	i	i
Cc1cc(NC(=O)c2cc(-c3ccco3)on2)n(-c2ccccc2)n1	i	i
CC(C)(C)OC(=O)N1CCC2(CC1)Oc1ccc(F)cc1C(=O)C21CC(c2cccnc2)=NO1 (stereo not given)	i	i
CCOC(=O)N1CCN(C(=O)C2CCC(=O)N(Cc3ccc(Cl)cc3)C2)CC1 (stereo not given)	i	i
Cc1ccc(-n2ncc3c(NCc4ccccn4)ncnc32)c(C)c1	i	i
COc1ccc(C(=O)NCC(=O)N/N=C/c2ccc(C)o2)cc1OC	i	i
COc1ccc(OCc2cc(C(=O)NC(C)Cc3ccccn3)no2)c(Cl)c1 (stereo not given)	i	i
CCCN=C(N)/C(C(=O)OCC)=C(\O)c1ccc(OC)cc1	i	i
CC(C)(C)NC(=O)NC(=O)CN1CCN(c2ccccc2)CC1	i	i
O=C(Nc1ccc(S(=O)(=O)N2CCCCC2)cc1)C1CC1	i	i
Cc1ccc(CCNC(=O)C23CN(Cc4ccccc4)CC2C(c2cccc([N+](=O)[O-])c2)=NO3)cc1 (stereo not given)	i	i
CCN(CC)c1ccc([C@H]2[C@@H]3CCCC[C@]3(O)CCN2CC(=O)NCc2ccco2)cc1	i	i
O=C(C1CCCO1)N1CCN(C(=S)Nc2cccc(Cl)c2)CC1 (stereo not given)	i	i
Cc1onc(-c2ccc(Cl)cc2Cl)c1-c1csc(N/N=C/c2ccccc2Cl)n1	i	i
COC(=O)c1ccccc1NC(=O)C(C)Oc1ccccc1 (stereo not given)	i	i
O=C1NC(=O)/C(=C\c2ccc(Oc3ccc([N+](=O)[O-])cn3)cc2)S1	i	i
CCOc1cccc(C(=O)N(Cc2ccc(F)cc2)C2CCS(=O)(=O)C2)c1 (stereo not given)	i	i

15 entries from above in a different format.
| Compound | CHT block | CHT PAM |
| --- | --- | --- |
| COC(=O)c1sc(NC(C)=O)c(C(=O)OC)c1C | i | i |
| COc1ccc(N(C)C(=O)c2ccc3c(c2)nnn3C)cc1 | i | i |
| Cc1cc(NC(=O)c2cc(-c3ccco3)on2)nn1Cc1ccc(Cl)cc1 | i | i |
| COc1ccc2[nH]c3c(NCCCN4CCCC4=O)ncnc3c2c1 | i | i |
| Cc1cc(NC(=O)c2cc(-c3ccco3)on2)n(-c2ccccc2)n1 | i | i |
| CC(C)(C)OC(=O)N1CCC2(CC1)Oc1ccc(F)cc1C(=O)C21CC(c2cccnc2)=NO1 (stereo not given) | i | i |
| CCOC(=O)N1CCN(C(=O)C2CCC(=O)N(Cc3ccc(Cl)cc3)C2)CC1 (stereo not given) | i | i |
| Cc1ccc(-n2ncc3c(NCc4ccccn4)ncnc32)c(C)c1 | i | i |
| COc1ccc(C(=O)NCC(=O)N/N=C/c2ccc(C)o2)cc1OC | i | i |
| COc1ccc(OCc2cc(C(=O)NC(C)Cc3ccccn3)no2)c(Cl)c1 (stereo not given) | i | i |
| CCCN=C(N)/C(C(=O)OCC)=C(\O)c1ccc(OC)cc1 | i | i |
| CC(C)(C)NC(=O)NC(=O)CN1CCN(c2ccccc2)CC1 | i | i |
| O=C(Nc1ccc(S(=O)(=O)N2CCCCC2)cc1)C1CC1 | i | i |
| Cc1ccc(CCNC(=O)C23CN(Cc4ccccc4)CC2C(c2cccc([N+](=O)[O-])c2)=NO3)cc1 (stereo not given) | i | i |
| CCN(CC)c1ccc([C@H]2[C@@H]3CCCC[C@]3(O)CCN2CC(=O)NCc2ccco2)cc1 | i | i |

(next part)
SMILES	CHT block	CHT PAM
C=CCOc1c(Br)cc(CNn2cn[nH]c2=S)cc1OC	i	i
Fc1cccc(Cl)c1Cn1nnc2c(N3CCC4(CC3)OCCO4)ncnc21	i	i
COCC(=O)N1CCC(Oc2ccc(C(=O)N3CCCCCC3)cc2)CC1	i	i
O=C(NCc1cccnc1)c1ccc(Br)s1	i	i
Cc1ccc(-n2cccc2C(=O)NS(=O)(=O)c2ccc(C)cc2)cc1	i	i
Cc1cccc(OCC(=O)NCCNC(=O)c2cnccn2)c1	i	i
CCS(=O)(=O)c1ccc(O)c(NC(=O)COc2ccc(Br)cc2)c1	i	i
O=C(CCCCl)Oc1ccc2cc(-c3ccc4ccccc4n3)c(=O)oc2c1	i	i
O=[N+]([O-])c1ccc(N=Cc2sc3ccccc3c2O)cc1	i	i
COc1cccc(COC(=O)c2c(C)nn(-c3ccccc3)c2Cl)c1OC	i	i
CCc1cc(=O)oc2cc(OCC(=O)NCC3CCC(C(=O)O)CC3)ccc12 (stereo not given)	i	i
Cc1ccc(CNC(=O)CC2C(=O)Nc3c2c(=O)n(C)c(=O)n3Cc2ccccc2)cc1 (stereo not given)	i	i
O=C(NCc1ccco1)C1CCN(Cc2ccc(F)cc2)CC1	i	i
COCc1nnc(NC(=O)CS(=O)(=O)Cc2ccccc2)s1	i	i
Cc1ccc(S(=O)(=O)c2ccc(Cl)cc2)cc1S(=O)(=O)N1CCN(C)CC1	i	i
Fc1ccccc1-c1nc(NCCCN2CCOCC2)c2ccccc2n1	i	i
CC(=O)c1c(C)[n+]([O-])c2ccc3c(non3O)c12	i	i
O=C(NCC(=O)N1CCC2(CC1)NCCc1[nH]cnc12)c1ccccc1F	i	i
CCN1CCCC1CN(Cc1cc2ccc(C)cc2[nH]c1=O)C(=S)Nc1ccccc1C(=O)OC (stereo not given)	i	i
NCC(=O)CCC(=O)O	i	i
CC1=C(C(=O)Nc2ccccc2)C(c2ccc(O)cc2)N2C(=O)CSC2=N1 (stereo not given)	i	i
CS(=O)(=O)N1CCC(C(=O)NCc2ccc(Cl)cc2Cl)CC1	i	i
CCCCC(=O)Nc1c2c(nn1-c1ccc([N+](=O)[O-])cc1)CS(=O)(=O)C2	i	i
Cc1noc(NS(=O)(=O)c2ccc(N)cc2)c1C	i	i
C/C(=N\NC(=O)CCCNc1cccc(C)c1)c1ccncc1	i	i
COc1ccccc1CCNS(=O)(=O)c1c(C)n(C)c(=O)n(C)c1=O	i	i
O=C1CCC([N+](=O)[O-])C(c2ccc3c(c2)OCO3)N1 (stereo not given)	-11.6*	i
Cc1ccc(NC(=O)C(C)OC(=O)c2ccc(NS(=O)(=O)c3ccc(F)c(F)c3)cc2)cc1 (stereo not given)	i	i
CCNC(=S)N/N=C(\C)c1cccc(C(F)(F)F)c1	i	i
O=C(c1cccc(F)c1)N1CCN(C(=O)c2cc(-c3ccc(Cl)cc3Cl)on2)CC1	i	i
CCc1ccc(S(=O)(=O)NCc2cccs2)cc1	i	i
N#Cc1ccc(Oc2cc(C(F)(F)F)nc(-c3ccccn3)n2)cc1	i	i
CCN(CC)S(=O)(=O)c1ccc(C(=O)NCc2ccc3[nH]c4c(c3c2)CCCC4)cc1	i	i
CC(=O)c1cc2c(C)cc(=O)oc2cc1O	i	i
COc1ccc2oc(=O)cc(-c3cc4cccc(OC)c4o3)c2c1	i	i
COc1cc(CNc2ccc(CNc3ncn[nH]3)cc2)ccc1OCc1ccccc1	i	i
O=C(O)CC1SC(=Nc2ccccc2)N(c2ccccc2)C1=O (stereo not given)	i	i
CCN1CCN(C(=S)NCCc2ccccc2)CC1	i	i
CCOC(=O)C1CCCN(S(=O)(=O)c2ccc(OC)cc2)C1 (stereo not given)	i	i
CCc1c(C)nc2c(C#N)c[nH]n2c1=O	i	i
Cc1ccc(NS(=O)(=O)c2cccc(C(=O)N3CCCC(C)C3)c2)cc1 (stereo not given)	i	i
COc1ccc(NC(=O)c2cc3n(n2)C(C(F)(F)F)CC(c2ccc4c(c2)OCO4)N3)cc1OC (stereo not given)	i	i
Cn1c(SCc2cc(=O)[nH]c(C(C)(C)C)n2)nnc1C(F)(F)F	i	i
CCNC(=O)CC1C(=O)N(c2ccccc2)C(=O)N1CCc1ccc(OC)cc1 (stereo not given)	i	i
Cc1nc2ccccc2n1CCN1CCOCC1	i	i
O=C(CN(C(=O)CCC(=O)Nc1ccccn1)c1cccc(F)c1)NCc1ccco1	i	i
CCc1sc(C(=O)N2CCN(c3ccc(F)cc3)CC2)cc1C	i	i
Cc1nn(Cc2cccc(C(=O)Nc3ccn(Cc4ccccc4F)n3)c2)c(C)c1[N+](=O)[O-]	i	i
Cc1ccc(C(=O)NNC(=O)c2ccncc2)cc1S(=O)(=O)N1CCOCC1	i	i
COc1ccccc1CNC(=O)c1cn(C)c2ccc(S(=O)(=O)N3CCCCC3)cc2c1=O	i	i
O=S(=O)(c1ccccc1)N1CCN(C(=S)NCCCN2CCOCC2)CC1	i	i
Cc1cccc2c(=O)cc(C(F)(F)F)[nH]c12	i	i
CN1CCN(S(=O)(=O)c2ccc(NC(=O)Cc3cccs3)cc2)CC1	i	i
Cc1ccc(-c2nnn(CC(=O)N(CC3CCCO3)C(C(=O)NC3CCCCC3)c3ccc(F)cc3)n2)o1 (stereo not given)	i	i
c1cnc2nc(-c3ccc4c(c3)OCO4)cn2c1	i	i
CC(C(=O)O)C(=O)O	i	i
Nc1nc(Cl)nc2ccc(Br)cc12	i	i
O=[N+]([O-])c1ncccc1OCc1ccc(Cl)c(Cl)c1	i	i
COc1ccc(N2CCCn3c2nc2c3c(=O)n(Cc3ccccc3F)c(=O)n2C)c(OC)c1	i	i
Cc1nc2c(-c3ccc(F)cc3)c(C)nn2c(C)c1CCC(=O)Nc1ccccc1	i	i

Next records follow.
SMILES	CHT block	CHT PAM
O=C(c1ccc(NS(=O)(=O)c2cccc3cccnc23)cc1)N1CCCCC1	i	i
C=C1c2ccccc2NC(=S)N1Cc1ccc2c(c1)OCO2	i	i
CCOc1ncccc1C(=O)OCc1c(F)cccc1Cl	i	i
CCOc1ccc(CCNS(=O)(=O)c2ccc3c(c2)N(C(C)=O)CCO3)cc1OCC	i	i
O=C1C2C3C=CC(C2C(=O)N1c1nccs1)C1C(=O)N(c2nccs2)C(=O)C31 (stereo not given)	i	i
CCOC(=O)c1ccccc1NC(=O)c1cccs1	i	i
CC(OC(=O)COc1ccc(Nc2ccccc2)cc1)C(=O)N(C)c1ccccc1 (stereo not given)	i	i
Cc1cc(OCc2cc(C(=O)N3CCN(C)C(=O)[C@@H]3C)no2)cc(C)c1Cl	i	i
COc1ccc(N(CC(=O)N/N=C/c2ccc(-c3ccc([N+](=O)[O-])cc3)o2)S(=O)(=O)c2ccc(C)cc2)cc1Cl	i	i
